TDP-43 yeast inh: TDP-43 toxicity inhibition in yeast; TDP-43 expressing yeast growth rescue, BacTiter-Glo, 24 h; Potency, µM (doses to about 46.1 µM), without a hit: at the top dose growth rescue (activation), usual class: activators; 410,000 compounds, 1.8% hits; further: potency means the concentration at half of the fitted maximal effect; % of control where 0% means no effect; nearly all actives have a fitted effect of over 50% in size
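Cell-based yeast growth screen: TDP-43 expression induced in galactose, inoculum OD600=0.02 after raffinose pregrowth to mid-log. Read-out BacTiter-Glo luminescence at 24 hr, 30 deg C; inhibition of toxicity seen as signal increase.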
PTHR1 ag: agonists of human PTHR1 parathyroid hormone receptor; Q03431; HEK293 GP2 PTHR1 cells, GloSensor cAMP luminescence, 1 h; Potency, µM (series often up to 115 µM), without a hit: at the top dose activation, usual class: activators; 410,000 compounds, 0.075% hits; AID 743266; further: potency means the concentration at half of the fitted maximal effect; nearly all actives have a fitted effect of over 55% in size; some results filed as inactive show a strong effect at the top dose; inactives centre near -15; many of its hits are not listed in these tables
Target sequence (Q03431 whole entry, looked up): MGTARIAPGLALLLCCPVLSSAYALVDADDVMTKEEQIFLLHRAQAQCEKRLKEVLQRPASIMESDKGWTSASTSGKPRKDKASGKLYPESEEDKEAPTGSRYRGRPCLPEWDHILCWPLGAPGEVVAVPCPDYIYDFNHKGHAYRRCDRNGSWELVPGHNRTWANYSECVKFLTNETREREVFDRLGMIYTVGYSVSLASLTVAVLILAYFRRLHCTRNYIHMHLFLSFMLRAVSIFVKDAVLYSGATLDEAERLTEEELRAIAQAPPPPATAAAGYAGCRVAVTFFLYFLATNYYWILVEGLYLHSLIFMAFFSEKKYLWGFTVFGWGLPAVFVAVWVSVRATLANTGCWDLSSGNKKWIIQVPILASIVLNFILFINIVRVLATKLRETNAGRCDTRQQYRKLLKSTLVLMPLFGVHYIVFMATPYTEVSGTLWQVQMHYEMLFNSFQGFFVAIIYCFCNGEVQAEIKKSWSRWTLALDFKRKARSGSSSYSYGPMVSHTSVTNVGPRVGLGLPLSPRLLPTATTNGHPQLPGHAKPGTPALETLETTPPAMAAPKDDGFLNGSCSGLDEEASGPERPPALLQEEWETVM
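HEK-293-derived GP2 cells expressing PTHR1 and a GloSensor cAMP reporter, 3,000/well, plated overnight, given luciferin plus IBMX (each 0.5 mM as added) for 1 h at 37 °C, then compound for 1 h at 37 °C. Luminescence was read after 15 min at room temperature.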
KB-V1 cytotox: KB-V1 MDR subline cytotoxicity. KB-V1 MDR cells viability, CellTiter-Glo, 72 h. Potency, µM (doses to about 46.1 µM), for the others: at the highest dose activity change, negative = cytotoxicity, usual class: cytotoxic. 400,000 compounds, 3.4% hits. AID 1347076; further: potency means the concentration at half of the fitted maximal effect; on the % scale 0 is the no-effect control and ±100 the full control effect; nearly all actives have a fitted effect of over 60% in size
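Drug-selected KB-V1 cells, grown in DMEM lacking phenol red with 10% FBS, receive compound titrations; after three days at 37 degrees C, surviving cell ATP is quantified by CellTiter-Glo luminescence and responses normalized and curve-fitted.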
DRD3 agonist: activates the human D3 dopamine receptor. P35462. D3R DiscoveRx beta-arrestin cells, luminescence, 90 min. max activation, %. 410,000 compounds, 0.58% hits. AID 652048; in the data active means max activation above about 30%; further: 0% is about no effect; mostly tested at two doses, the higher about 12 µM
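Agonist-mode cell screen: cells plated at 1500/well and incubated overnight at 37 °C, then exposed to library compounds for 90 min at 37 °C. Detection reagent was added for 30–60 min at room temperature, and luminescence was read.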
GLP-1R inv ag: acts as inverse agonist at human GLP-1 receptor; P43220; HEK293 GLP-1R CRE-luciferase, luminescence, 24 h; GLP-1R form is constitutively active; Potency, µM (doses to about 38.3 µM), for inactives: at the highest dose activity change, negative = inhibition, actives largely listed as inhibitors; 410,000 compounds, 1.6% hits; AID 624417; further: potency means the concentration at half of the fitted maximal effect; on the % scale 0 is the no-effect control and ±100 the full control effect; nearly all actives have a fitted effect of over 55% in size
Target sequence (P43220 whole entry, looked up): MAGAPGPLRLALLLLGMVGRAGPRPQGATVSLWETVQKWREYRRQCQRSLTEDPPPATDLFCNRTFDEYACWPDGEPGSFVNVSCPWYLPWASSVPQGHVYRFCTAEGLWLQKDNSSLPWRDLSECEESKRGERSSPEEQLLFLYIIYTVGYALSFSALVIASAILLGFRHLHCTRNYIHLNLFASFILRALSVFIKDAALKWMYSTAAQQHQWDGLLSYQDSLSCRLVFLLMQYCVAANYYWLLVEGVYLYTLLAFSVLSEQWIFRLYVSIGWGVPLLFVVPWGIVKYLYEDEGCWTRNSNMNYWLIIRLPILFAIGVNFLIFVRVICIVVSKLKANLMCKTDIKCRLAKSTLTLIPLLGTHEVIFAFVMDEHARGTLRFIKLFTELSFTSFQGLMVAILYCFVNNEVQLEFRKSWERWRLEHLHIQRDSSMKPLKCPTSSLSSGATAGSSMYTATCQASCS
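Constitutively active GLP-1R drives a cAMP-responsive luciferase in stably transfected HEK293 cells; test compounds are added after overnight (12 h) attachment and left 24 hr, and signal loss in luminescence marks inhibition.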
GLP1R cytotox: cytotoxic in the GLP-1 receptor inverse agonist counter-screen | 410,000 compounds, 0.13% hits | Potency, µM (titrated, usually from 38.3 µM), for the others: top-dose activity change, negative = inhibition, actives largely listed as inhibitors | AID 624418 | HEK293 cAMP-luciferase reporter cells, luminescence, 24 h;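 further: loss of luciferase light is scored as toxicity; potency means the concentration at half of the fitted maximal effect; on the % scale 0 is the no-effect control and ±100 the full control effect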
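MLSMR compounds, 24 hr on cells at 37 deg C/5% CO2; luminescence after luciferase reagent (12 min RT). Inhibition counted as the undesired cytotoxic outcome.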
GLP-1R agonist: agonists of human GLP-1 receptor; P43220; HEK293 GLP-1R CRE-luciferase, luminescence, 4-6 h; cells express a hypersensitive GLP-1R form; Potency, µM (top dose mostly 45.6 µM), inactives show at the top dose activation, most hits filed as activators; 380,000 compounds, 0.007% hits; AID 624172; further: potency means the concentration at half of the fitted maximal effect; % of control where 0% means no effect
DRD3 antagonist: antagonists of human D3 dopamine receptor; P35462; D3R cells, DiscoveRx beta-arrestin luminescence, antagonist mode; active compounds read low; max response, negative = inhibition, %; 360,000 compounds, 2.5% hits; in the data active means max response below about -50%; inconclusive means no clear call, values can overlap the other calls; further: on the % scale 0 is the no-effect control and ±100 the full control effect; mostly tested at two doses, the higher about 12 µM
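Cells expressing the human receptor were seeded at 1500 cells/well, incubated overnight at 37 degrees C in 5% CO2, then exposed to library compounds with dopamine controls for 90 minutes at 37 degrees C before luminescent detection.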
aSyn rescue: inhibitors of alpha-synuclein toxicity in yeast; Potency, µM (highest dose often 46.1 µM), inactives show at the highest dose growth rescue (activation), most hits filed as activators; AID 652106; 370,000 compounds, 0.14% hits; Yeast expressing alpha-synuclein, growth rescue, BacTiter-Glo, 24 h; further: potency means the concentration at half of the fitted maximal effect; % of control where 0% means no effect; nearly all actives have a fitted effect of over 65% in size
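Readout is rescue of growth in alpha-synuclein-expressing yeast, so inhibitors of toxicity appear as activators. Growth after 24 hr at 30 deg C in galactose medium is quantified by luminescence.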
Starred values were filed as active, the others as inactive; i = inactive; ? = inconclusive; · = not tested or not shown; [ ] = remark or other dose. Unless noted, the call rests on the fitted dose curve; in most records, active means well fitted curve in the direction sought with a large enough effect; inconclusive means small, poorly fitted or top-dose-only effect, or another doubt; inactive means no such curve, though single readings can be large; an effect the other way counts as inactive or inconclusive. A portion of the library; rates above refer to the full screens.

cpd	Molecule	TDP-43 yeast inh	PTHR1 ag	KB-V1 cytotox	DRD3 agonist	GLP-1R inv ag	GLP1R cytotox	GLP-1R agonist	DRD3 antagonist	aSyn rescue
1	C[C@]12CC[C@H](O)CC1=CCC1C2CC[C@@]2(C)C1CC[C@@H]2NC(=O)[C@@H](N)CO (stereo partly drawn)	-22%	i	0%	3	-21%	-3%	10%	-7	-1%
2	CC(=O)Oc1ccc2c(=O)c(Oc3ccccc3)c(C)oc2c1OC(C)=O	-17%	-15%	-19%	-3	104%[activator]	-18%	0%	-11	3%
3	CCc1ccccc1NC(=S)N1CCN(c2ccccc2F)CC1	?	i	8%	-4	?	-29%	-1%	-1	3%
4	O=C1c2ccccc2C(=O)N1Nc1ccccc1	15%	i	1%	-7	-2%	-5%	-2%	2	-3%
5	CCc1ccccc1N=C1S/C(=C/c2ccccc2OCC(=O)N2CCOCC2)C(=O)N1C	13%	i	?	3	?	-14%	-2%	55	2%
6	CCOC(=O)c1cc(C#N)c(=S)[nH]c1C	0%	i	?	2	13%	1%	1%	10	4%
7	CC(C)N1CCN(Cc2ccc(OC3CCCC3)cc2)CC1CCO (stereo not drawn)	15%	-1%	0%	-1	?	-9%	15%	-1	-14%
8	COc1ccccc1Nc1nc(-c2ccccc2O)nc2ccccc12	-3%	-11%	0%	22	0%	-5%	11%	38	3%
9	O=C(NCc1nnc(SCc2ccc(F)cc2)n1-c1ccccc1)C12CC3CC(CC(C3)C1)C2	20%	-16%	13µM*	0	?	-4%	0%	-51*	20%
10	ON=C(CCc1ccccc1)c1ccccc1	16µM*	-36%[inhibitor]	-8%	-1	?	-1%	5%	0	12%
11	CCn1cc(S(=O)(=O)c2ccc(C)cc2)c(=O)c2cc(F)c(N3CCN(C)CC3)cc21	-10%	i	12%	-10	-19%	-18%	3%	-13	0%
12	Cc1nnc(NC(=O)c2cccc(S(=O)(=O)N3CCc4ccccc43)c2)s1	3%	-9%[57.5 µM]	29%	9	17%	1%	-11%	23	-1%
13	C[C@H](CO)N1C[C@H](C)[C@@H](CN(C)C(=O)Nc2ccccc2)Oc2c(NS(=O)(=O)c3cn(C)cn3)cccc2C1=O	-39%	-7%	-24%	-3	25%	3%	-1%	?	-18%
14	CCOC(=O)c1[nH]cc(-c2ccccc2)c1N1CCOCC1	?	i	-7%	-1	?	-12%	-1%	0	-28%
15	CC(=O)CSc1nc2c(c(=O)[nH]c(=O)n2C)n1Cc1cccc(Br)c1	5%	i	-12%	12	174%[activator]	-5%	?	18	9%
16	Cc1ccc(S(=O)(=O)N2CCN(CC3CC4C=CC3C4)CC2)cc1 (stereo not drawn)	5%	-26%	12%	-8	?	0%	7%	-25	5%
17	O=[N+]([O-])c1ccc([N+](=O)[O-])c(Nc2ccc(N3CCOCC3)cc2)c1	17%	-7%	?	1	0%	-31%	-4%	20	?
18	O=S(=O)(/N=C(/NC(=S)Nc1ccccc1)c1ccccc1)c1ccc(Cl)cc1	-2%	-24%	?	3	?	?	26%	-8	3%
19	COc1ccc(CC(=O)N(C)Cc2cccc(OC)c2OC)cc1S(=O)(=O)N1CCOCC1	13%	i	-22%	-7	5%	-1%	9%	2	0%
20	Cc1cccc(C)c1OC(=O)c1ccccc1	-9%	-6%	?	1	-24%	?	8%	2	-6%
21	CC1Cc2ccccc2N1C(=O)CSc1nnc(-c2cccc(Cl)c2)o1 (stereo not drawn)	0%	-52%[inhibitor]	-8%	-12	8%	4%	·	·	·
22	CN(C)S(=O)(=O)c1ccc(C(=O)Nc2ccccn2)cc1	-12%	i	5%	0	6%	-2%	-2%	10	-1%
23	Cc1cc(NC(=O)COC(=O)c2cc(S(=O)(=O)N(C)c3ccccc3)ccc2Cl)no1	?	-30%[inhibitor]	3%	2	?	5%	13%	10	0%
24	COc1cccc(-c2nnc(SCC(=O)Nc3cc(C)ccc3OC)n2N)c1	0%	i	-9%	0	-14%	-10%	-3%	6	1%
25	Cc1ccc(N2CC(C(=O)Nc3ccc(S(=O)(=O)NCC4CCCO4)cc3)CC2=O)cc1C (stereo not drawn)	-5%	i	0%	0	?	2%	9%	-8	3%
26	CCN(CC)c1ccc(C(=C2C=CC(=[N+](CC)CC)C=C2)c2ccc(N(CC)CC)cc2)cc1	-97%[inhibitor]	-17%	?	-10	?	?	-4%	-19	-78%[inhibitor]
27	Cc1nn(-c2ccccc2)c2c1N(CC(=O)N1CCN(c3cccc(Cl)c3)CC1)C(=O)CS2	0%	-22%	5%	1	3%	3%	·	·	·
28	COc1cc(NC(=O)CCS(=O)(=O)c2nc(-c3ccc4c(c3)OCO4)cc(C(F)(F)F)n2)cc(OC)c1OC	13%	i	-19%	5	8%	-10%	·	·	·
29	Oc1cc2c(cc1C(c1ccc(Cl)c(Cl)c1)N1CCCC1)OCO2 (stereo not drawn)	-52%[inhibitor]	i	1%	7	-29%	-5%	19%	6	-71%[inhibitor]
30	Cc1cccc(C)c1Nc1nnc(SCc2nc3ccccc3s2)s1	14%	-39%	16µM*	2	0%	3%	12%	19	6%

Remaining list, next part.
cpd	Molecule	TDP-43 yeast inh	PTHR1 ag	KB-V1 cytotox	DRD3 agonist	GLP-1R inv ag	GLP1R cytotox	GLP-1R agonist	DRD3 antagonist	aSyn rescue
31	Cc1nc2ccccn2c1C(=O)N=Nc1c(O)n(CCC(C)C)c2ccccc12	18%	i	6%	11	22%	1%	4%	77	0%
32	C[N+](C)(C)CCCCCC(=O)/C=N/O	2%	i	-1%	0	11%	2%	1%	9	4%
33	FC(F)(F)c1nc(SCc2ccc(Cl)cc2Cl)n[nH]1	?	-30%[inhibitor]	8%	12	?	?	-23%	-3	-68%[inhibitor]
34	C#CC(C)(CC)NC(=O)Cn1nnc(-c2cccc(C(F)(F)F)c2)n1 (stereo not drawn)	-26%[0.397 µM]	-13%	0%	0	?	-8%	10%	-8	-1%
35	Cc1csc(SCC(=O)NCc2ccccc2)n1	·	i	9%	-6	5%	1%	0%	33	8%
36	COc1c(O[C@@H]2O[C@H](CO)[C@@H](O)[C@H](O)[C@H]2O)cc2c(c1OC)-c1ccc(SC)c(=O)cc1C(NC(C)=O)CC2 (stereo partly drawn)	21%	i	4%	3	3%	1%	9%	13	1%
37	CC1(C(=O)Nc2ccc(F)cc2F)CCN1C(=O)Cc1ccccc1Cl (stereo not drawn)	0%	i	-1%	1	-19%	0%	7%	7	8%
38	Cc1c(C2Nc3ccccc3NC3=C2C(=O)CC(C)(C)C3)cnn1C (stereo not drawn)	16%	-9%[57.5 µM]	20%	-3	1%	144%[activator]	-14%	-71*	6%
39	CC(C)c1nc2cc3ccccc3cc2[nH]1	-19%	-9%	-14%	-1	?	-11%	2%	13	-2%
40	CC1(c2nnnn2-c2ccc3c(c2)OCCO3)CCC(=O)N1CC1CCCCC1 (stereo not drawn)	23%	i	12%	8	5%	2%	-2%	6	-15%
41	COC(=O)c1sccc1NC(=O)c1c(C)cc(=O)oc1C	-7%	-23%[57.5 µM]	-7%	-2	19%	11%	5%	-12	12%
42	COc1ccc(Cn2c(CCC(=O)NCc3ccco3)nc3cccnc32)cc1	-20%	-1%[57.5 µM]	21µM*	0	0%	1%	13%	-12	-17%
43	COc1ccc(NC2c3ccccc3C(=O)N2c2cccnc2)cc1 (stereo not drawn)	-6%	0%	1%	-3	6%	-3%	-4%	-23	1%
44	CCn1c(=O)cc(OCC(=O)N2CCN(c3cccc(Cl)c3)CC2)c2ccccc21	-9%	-15%	-8%	-2	3%	0%	2%	·	·
45	CCCc1n[nH]c2c1C(=O)C(C(=O)OC)C(C)(C)C2 (stereo not drawn)	13%	i	2%	0	20%	5%	0%	32	4%
46	O=C1CSC(c2ccc([N+](=O)[O-])cc2)N1C1CCCCC1 (stereo not drawn)	-5%[9.22 µM]	-45%[inhibitor]	-22%	5	-23%	5%	14%	3	6%
47	CC1CCCC(C)N1C(=O)COC(=O)c1ccc[nH]c1=O (stereo not drawn)	1%	-25%	0%	2	14%	-14%	-12%	2	3%
48	COc1ccc(C(=O)NCc2nnc(SCC(=O)N3CCc4ccccc43)n2C2CCCCC2)cc1	8%	i	?	-1	16%	-10%	-3%	4	3%
49	COC(=O)CCC(=O)NC(=S)Nc1sc(C)c(C)c1C(N)=O	9%	-15%	1.6µM*	-7	?	-38%	23%	?	-6%
50	c1cncc(CNCc2ccco2)c1	-6%	-6%	-26%	2	40%[activator]	7%	-4%	20	0%
51	CC(=O)c1cccc(S(=O)(=O)N(CCCO)Cc2cc3ccc(C)cc3[nH]c2=O)c1	-16%	-23%	1%	11	10%	-3%	?	-3	8%

Fetched by structure from the list above (two):
cpd	Molecule	TDP-43 yeast inh	PTHR1 ag	KB-V1 cytotox	DRD3 agonist	GLP-1R inv ag	GLP1R cytotox	GLP-1R agonist	DRD3 antagonist	aSyn rescue
3	CCc1ccccc1NC(=S)N1CCN(c2ccccc2F)CC1	?	i	8%	-4	?	-29%	-1%	-1	3%
11	CCn1cc(S(=O)(=O)c2ccc(C)cc2)c(=O)c2cc(F)c(N3CCN(C)CC3)cc21	-10%	i	12%	-10	-19%	-18%	3%	-13	0%

Source: PubChem (National Center for Advancing Translational Sciences (NCATS))
